Mcl1-Noxa inh: Mcl-1/Noxa binding inhibitors, primary screen, biochemical, TR-FRET, 1536-well | inhibition, % at 21.7 µM | 220,000 tested, 1.5% active | TR-FRET Mcl-1/Noxa peptide binding, 2 h | AID 1022, 2008;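 active = compounds that cut the protein-peptide binding signal by more than 50% relative to plate controls in a single-dose test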;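 also: His-tagged Mcl-1 with rhodamine Noxa BH3 peptide and terbium anti-His antibody; 0% = Mcl-1 plus Noxa peptide wells and 100% = peptide-only wells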
Target sequence (Q07820 whole entry, looked up): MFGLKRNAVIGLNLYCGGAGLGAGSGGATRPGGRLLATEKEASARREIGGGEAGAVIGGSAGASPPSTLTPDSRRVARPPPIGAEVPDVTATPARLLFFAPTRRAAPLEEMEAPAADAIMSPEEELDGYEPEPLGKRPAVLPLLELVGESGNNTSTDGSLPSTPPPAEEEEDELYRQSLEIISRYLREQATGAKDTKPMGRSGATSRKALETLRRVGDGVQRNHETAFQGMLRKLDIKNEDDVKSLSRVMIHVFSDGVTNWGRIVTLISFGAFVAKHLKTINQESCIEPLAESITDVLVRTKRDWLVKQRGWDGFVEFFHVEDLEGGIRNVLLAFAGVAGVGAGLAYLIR
GSH bead fluor: compound fluorescence on glutathione beads, profiling panel, artefact control, biophysical, 488/530 nm, flow cytometry; GSH beads flow cytometry, compound fluorescence 488/530 nm; stronger effect = higher value; fluorescence (KMESF) at 10 µM; 190,000 tested, 0.25% active; AID 1776, 2009; in the data active = fluorescence above about 89;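 also: glutathione beads carrying GST-tagged Bcl family fusion proteins plus one bare bead set; values are compound well signal with DMSO vehicle wells as background; inactives centre near 16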
Rab2A wt mod: modulators of GTP binding to Rab2A wildtype, primary screen, biochemical, dog, bead-based flow cytometry, multiplex; Ras-related protein Rab-2A (Canis lupus familiaris), P61105; GST-Rab2 wt beads, Bodipy-GTP binding; GTP binding activity, % at 10 µM; 190,000 tested, 0.19% active;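 active = GTP binding activity at least 20 points away from 100%, either lowered or raised; inconclusive = signal likely due to the compound's own green fluorescence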;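 also: 0% = beads with excess unlabeled GTP and 100% = no-compound control corrected for plate trend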
Rab7 wt GTP bind: modulators of GTP binding to Rab7, primary screen, biochemical, wildtype, multiplex bead flow cytometry; GST-Rab7 beads, fluorescent GTP binding; actives lie on both sides; untreated = 100%, excess cold GTP = 0%; GTP binding activity (percent of control), % at 10 µM; 190,000 tested, 0.055% active; AID 758, 2007;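 active = fluorescent GTP binding to Rab7 beads changed by at least 20 points from the 100% baseline, either direction, mostly lower; inconclusive = compound itself probably fluorescent, or too few beads counted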;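 also: median green fluorescence of bound Bodipy-FL-GTP per Rab7 bead population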
HRas wt GTP: modulators of GTP binding to HRas wildtype, primary screen, biochemical, bead-based flow cytometry, multiplex; GTPase HRas (Homo sapiens), P01112; GST-Ras wt beads, Bodipy-FL-GTP binding; actives lie on both sides; GTP binding activity, % at 10 µM; 190,000 tested, 0.14% active; AID 759, 2007;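 active = GTP binding activity at least 20% away from the 100% baseline, either lowered as inhibitor or raised as activator; inconclusive = flagged as likely green fluorescent, judged across all proteins in the well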;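 also: 0% = unlabeled GTP competition control and 100% = no-compound control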
Target sequence (P01112 whole entry, looked up): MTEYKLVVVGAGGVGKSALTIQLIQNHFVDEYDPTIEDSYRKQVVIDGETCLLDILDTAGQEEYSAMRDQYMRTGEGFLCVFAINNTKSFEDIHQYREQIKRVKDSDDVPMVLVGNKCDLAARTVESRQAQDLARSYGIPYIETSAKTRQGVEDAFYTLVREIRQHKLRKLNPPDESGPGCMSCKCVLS
Cdc42 wt GTP: modulators of GTP binding to wildtype Cdc42, primary screen, biochemical, multiplex bead flow cytometry, Bodipy-GTP; 190,000 tested, 0.2% active; Cell division control protein 42 homolog (Homo sapiens), P60953; percent activity (GTP binding), % at 10 µM; AID 761, 2007; GST-Cdc42 beads; actives lie on both sides;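 active = percent activity GTP binding at least 20 points away from the 100% baseline, either down as inhibitor or up as activator; inconclusive = compound flagged as likely green fluorescent from well-wide comparison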;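 also: median bead fluorescence of bound Bodipy-FL-GTP at 100 nM; 0% = excess unlabeled GTP control and 100% = no compound control; below 100% means less GTP binding so inhibitor and above means activator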
Target sequence (P60953 whole entry, looked up): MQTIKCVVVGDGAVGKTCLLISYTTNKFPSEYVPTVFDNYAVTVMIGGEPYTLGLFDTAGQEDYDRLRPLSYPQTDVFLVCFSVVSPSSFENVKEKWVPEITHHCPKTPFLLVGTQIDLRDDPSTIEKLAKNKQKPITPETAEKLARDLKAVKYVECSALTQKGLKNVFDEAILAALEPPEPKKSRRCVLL
Rac1 act GTP bind: GTP binding modulators of activated mutant Rac1, primary screen, biochemical, bead-based flow cytometry, multiplex, fluorescent GTP; Ras-related C3 botulinum toxin substrate 1 (Homo sapiens), P63000; 190,000 tested, 0.11% active; GST-Rac1 activated beads; actives lie on both sides; 100% means binding = to untreated wells; percent activity (GTP binding), % at 10 µM;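 active = GTP binding at least 20 percentage points away from the 100% baseline, in either direction, so actives lie on both sides; inconclusive = Compound likely fluorescent itself, or too few beads counted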
Pf gametocyte: late stage P. falciparum gametocyte viability inhibitors, primary screen, ATP luminescence, HTS | inhibition, % at 10.9 µM | 150,000 tested, 0.065% active | P. falciparum stage V gametocytes, 24 h;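 active = inhibition above the mean plus 3 SD of compounds within the control limits, set per campaign, cut at about 38% in these data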;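 also: 0% = DMSO wells and 100% = medium only without gametocytes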
Rac1 wt GTP bind: wildtype Rac1 GTP binding modulators, primary screen, biochemical, GST-Rac1 beads, flow cytometry, multiplex. fluorescent GTP binding; actives lie on both sides; 0 = cold GTP competed, 100 = untreated. Ras-related C3 botulinum toxin substrate 1 (Homo sapiens), P63000. GTP binding activity (% of control), % at 10 µM. 190,000 tested, 0.27% active;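 active = GTP binding activity at least 20 points away from the 100% control level, either lower or higher; inconclusive = compound flagged as likely green fluorescent, judged across all proteins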
Mcl1 Bid PPI: Mcl-1/Bid binding inhibitors, primary screen, biochemical, TR-FRET, 1536-well. 220,000 tested, 0.97% active. inhibition, % at 21.7 µM. Induced myeloid leukemia cell differentiation protein Mcl-1 (Homo sapiens), Q07820. TR-FRET Mcl-1/Bid-Dy647 peptide binding;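 active = compounds that cut the binding signal by more than half at the single screening dose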;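 also: His-tagged Mcl-1 with europium anti-His antibody binding Bid BH3 peptide; 0% = Mcl-1 plus peptide wells and 100% = peptide-only wells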
Avidin fluor: green autofluorescence of compounds with avidin beads – biophysical, 488/530 nm, flow cytometry, artefact control, profiling panel; compound fluorescence 488/530 nm; stronger effect = higher value; fluorescence (KMESF) at 10 µM; 220,000 tested, 0.38% active; AID 1775, 2009; in the data active = fluorescence above about 47; also: inactives centre near 10
The depositor's hits bear a star; ? = inconclusive; / = not tested or not shown.

#	SMILES	Mcl1-Noxa inh	GSH bead fluor	Rab2A wt mod	Rab7 wt GTP bind	HRas wt GTP	Cdc42 wt GTP	Rac1 act GTP bind	Pf gametocyte	Rac1 wt GTP bind	Mcl1 Bid PPI	Avidin fluor
1	CCOC(=O)N1C=CC(C)=C[C@@H]2[C@@H](N3C(=O)c4ccccc4C3=O)C(=O)N21	17.4	5	99.0	98.0	102.0	103.0	102.0	-5.1	109.0	-48.3	6
2	COc1ccc(N2C(=O)CC(C3CCCO3)C2=O)cc1 (stereo not given)	-4.2	13	95.0	95.0	96.0	99.0	99.0	-3.5	99.0	-11.9	12
3	Cc1cccc(NC(=O)C2CCN(c3nc(C)cc(C)n3)CC2)c1	-14.1	8	100.0	96.0	102.0	104.0	103.0	-34.1	105.0	94.4*	12
4	Cc1ccc(NC(=O)/C(C#N)=C/c2cc(C)n(-c3ccc(N4CCOCC4)c([N+](=O)[O-])c3)c2C)c(C)c1	-7.7	17	?	?	?	?	?	/	?	-15.4	37
5	CCCn1ncc(OC)c(Cl)c1=O	-0.1	18	100.0	96.0	101.0	103.0	101.0	1.6	100.0	-10.9	9
6	CC(N)c1ccc(Cl)cc1Cl (stereo not given)	21.1	11	102.0	101.0	102.0	102.0	99.0	4.9	104.0	-1.7	23
7	Cc1ccc(N=Cc2cc(Cc3ccccc3Cl)cc([N+](=O)[O-])c2O)c(O)c1	49.7	9	91.0	99.0	93.0	89.0	83.0	/	92.0	-70.2	12
8	CCN(C(=O)CSc1nnc(Nc2cccc(C)c2C)s1)C1CCS(=O)(=O)C1 (stereo not given)	-6.5	19	99.0	101.0	99.0	98.0	99.0	0.7	97.0	-24.7	6
9	CN(C)C(=O)c1nc2ccc(Cl)cn2c1CN1CCCC(OCc2ccccc2)C1 (stereo not given)	8.1	13	99.0	97.0	98.0	98.0	95.0	9.4	100.0	-26.8	7
10	Nc1c2c(nc3ccc(Br)cc13)N(Cc1ccccc1)CC2	83.5*	8	96.0	97.0	96.0	97.0	97.0	-8.8	98.0	13.8	5
11	CC(C)c1ccc2[nH]c(O)c(N=NC(=O)c3cccc(S(=O)(=O)N4CCCCC4)c3)c2c1	16.8	11	96.0	90.0	91.0	99.0	97.0	3.7	93.0	-9.4	17
12	O=C(Nc1ccccc1Cl)O/N=C(/c1ccccc1)c1ccccn1	-8.6	23	102.0	100.0	101.0	103.0	101.0	-14.9	104.0	-2.7	5
13	Cc1cc(/C=C(\C#N)C(=O)Nc2ccccc2)c(C)n1-c1ccc2c(c1)OCO2	7.4	39	99.0	100.0	98.0	99.0	98.0	/	97.0	-14.2	6
14	CN(C)S(=O)(=O)c1cccc(-c2cn3ccccc3n2)c1	-3.5	13	102.0	105.0	104.0	106.0	99.0	/	104.0	-54.0	15
15	S=C(Nc1ccc2nsnc2c1)N1CCCC1	11.3	10	101.0	105.0	99.0	97.0	98.0	-11.8	100.0	-94.5	15
16	COC(=O)c1ccc(COc2ccc3c4c(c(=O)oc3c2)CCC4)o1	-65.7	15	93.0	97.0	95.0	93.0	93.0	18.3	93.0	-6.0	15
17	O=C1NC2(CCCCC2)C(=O)N1c1ccccc1	-5.0	13	105.0	107.0	107.0	107.0	104.0	3.6	108.0	-5.4	15
18	O=C(CC1(O)C(=O)Nc2ccccc21)c1cccnc1 (stereo not given)	8.6	23	99.0	98.0	100.0	101.0	99.0	/	99.0	2.6	16
19	CNC(=S)NNS(=O)(=O)c1ccc(OC)cc1OC	1.0	16	98.0	99.0	98.0	97.0	95.0	12.0	100.0	-32.1	7
20	NC(=O)c1ccc(NC(=O)COC(=O)C(Cc2ccccc2)NC(=O)c2ccccc2)cc1 (stereo not given)	15.1	10	94.0	96.0	94.0	91.0	92.0	15.0	92.0	-18.9	15

Looked up above.
Cc1cccc(NC(=O)C2CCN(c3nc(C)cc(C)n3)CC2)c1 @ Avidin fluor: 12
COc1ccc(N2C(=O)CC(C3CCCO3)C2=O)cc1 (stereo not given) @ Pf gametocyte: -3.5

(list continues)
#	SMILES	Mcl1-Noxa inh	GSH bead fluor	Rab2A wt mod	Rab7 wt GTP bind	HRas wt GTP	Cdc42 wt GTP	Rac1 act GTP bind	Pf gametocyte	Rac1 wt GTP bind	Mcl1 Bid PPI	Avidin fluor
21	Cc1cc(C)n(CCc2nc(-c3ccc(F)cc3)cs2)n1	-8.9	9	96.0	97.0	98.0	99.0	97.0	-5.2	104.0	-0.4	5
22	Cc1cc(C)c(S(=O)(=O)Nc2ccc[nH]c2=O)c(C)c1	14.6	30	102.0	104.0	104.0	101.0	100.0	-33.3	109.0	-31.5	14
23	C=CCn1c(SCc2nc3sc4c(c3c(=O)[nH]2)CCCC4)nc2ccccc2c1=O	13.1	8	97.0	99.0	94.0	95.0	95.0	1.4	100.0	-12.7	1
24	CC(=O)c1cc2c(O)c(O)ccc2o1	35.5	25	97.0	100.0	101.0	102.0	97.0	-12.7	105.0	-35.1	32
25	COc1cccc(/C=N/NC(=O)CNC(=O)c2ccc(S(=O)(=O)N3CCOCC3)cc2)c1OC	5.2	9	100.0	99.0	102.0	98.0	100.0	13.1	103.0	-9.5	3
26	CCN1C(=O)C2(C(C#N)=C(N)Oc3n[nH]c(-c4ccccc4)c32)c2ccccc21 (stereo not given)	-4.1	16	100.0	98.0	100.0	101.0	101.0	/	103.0	-10.0	7
27	Nc1nnnn1/N=C/c1ccc(O)cc1	-2.0	11	94.0	96.0	97.0	96.0	95.0	/	99.0	-69.3	14
28	CCOC(=O)c1c(NC(=O)C(Sc2ccccc2)c2ccccc2)sc(C(=O)N(C)C)c1C (stereo not given)	22.7	18	100.0	99.0	101.0	96.0	99.0	3.2	100.0	-1.8	12
29	CSc1cc(N2CCOCC2)nc(-c2ccccc2Cl)n1	2.3	3	97.0	99.0	100.0	102.0	98.0	19.7	102.0	9.3	8
30	COc1ccccc1CNC(=O)CSc1nc(C)cs1	6.2	11	94.0	93.0	96.0	97.0	94.0	-46.1	100.0	-9.9	10
31	CCOC(=O)C1(CCCc2ccccc2)CCN(CC(O)CO)CC1 (stereo not given)	-11.3	9	?	?	?	?	?	23.1	?	-32.5	9
32	COc1cccc(OCCSc2nc3ccccc3c(=O)[nH]2)c1	-7.1	11	94.0	94.0	94.0	93.0	95.0	-3.4	98.0	-9.6	9
33	O=C(CSc1nnc(-c2ccco2)o1)NC(=O)C1COc2ccccc2O1 (stereo not given)	23.9	245*	103.0	104.0	105.0	101.0	101.0	/	107.0	-20.1	3
34	COc1ccc(/C=N/NC(=O)c2ccncc2)cc1CN1CCN(c2ccc(F)cc2)CC1	10.2	64	97.0	101.0	96.0	96.0	97.0	-1.1	97.0	-11.7	13
35	Cc1cc2c(nn1)CCc1nonc1-2	-1.6	35	98.0	98.0	99.0	98.0	98.0	/	101.0	-4.2	16
36	Nc1c(C(=O)OCC2CCCO2)c2nc3ccccc3nc2n1C1CCCC1 (stereo not given)	/	36	98.0	96.0	99.0	100.0	99.0	20.9	99.0	/	8
37	COc1ccccc1NC(=O)C(Sc1ccccc1)c1ccccc1 (stereo not given)	17.6	5	97.0	98.0	98.0	97.0	98.0	12.7	102.0	-14.8	1
38	O=S(=O)(c1ccccc1)c1ccc(C(F)(F)F)cn1	-7.2	8	96.0	95.0	96.0	95.0	95.0	-0.7	98.0	-5.4	9
39	Cc1ccc(Nc2ccccc2)cc1	6.8	47	99.0	99.0	101.0	101.0	102.0	/	105.0	-21.0	8
40	CN1C(=S)N(c2cccnc2)C(=O)/C1=C\c1ccc(C(C)(C)C)cc1	-1.8	15	94.0	95.0	97.0	96.0	95.0	-4.8	96.0	-5.2	10
41	CCC(Sc1nc2ccccc2c(=O)n1CCN1CCOCC1)C(=O)NCc1cccnc1 (stereo not given)	-1.5	11	100.0	100.0	102.0	103.0	100.0	-11.3	103.0	9.6	13
42	CC/C(=N\NC(=S)NC(C)C)c1ccc(OC(F)F)cc1	17.2	14	99.0	102.0	96.0	97.0	93.0	19.2	98.0	-42.8	9
43	O=C(Nc1ccccc1)N(Cc1ccccc1)C1=NCCS1	3.3	21	99.0	101.0	101.0	101.0	98.0	20.5	107.0	-8.4	21

From PubChem BioAssay
